# Screening data from PubChem.
# ERG-DNA inh – qHTS for Small Molecule Inhibitors of the ERG Ets/DNA interaction. fluorescence polarization, His-ERG Ets domain / labelled DNA. hit rate 0.028% among 370,000. Potency, µM (series often up to 76.9 µM), for inactives: at the top dose FP activity, negative = inhibition, most hits filed as inhibitors. Transcriptional regulator ERG (Homo sapiens), P11308; active = well fitted inhibition curve with a large enough effect in the polarisation, with a control signal flat; inconclusive = small, poorly fitted or top-dose-only effect, or effect the other way, or a change in a side signal; inactive = no such curve, though single readings can be large or run the other way; the % refers to the polarisation;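 note: polarization taken with two DNA probes labelled with fluorescein and Texas red; potency is the fitted concentration of half-maximal effect; % of control where 0% means no effect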
#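 His-tagged ERG Ets domain (1 uM in the protein solution; 300mM KCl, 50mM Tris-HCl, 1mM EDTA, 1mM DTT, pH 7.5) received compound, then a probe mix of 5 nM fluorescein-DNA and 100nM Texas-615-DNA. Fluorescence polarization was read for both dyes.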
# LDHA block – qHTS assay for inhibitors of human lactate dehydrogenase; activity change, % (values are at about 110 or 230 µM); hit rate 0.15% among 480,000; L-lactate dehydrogenase A chain (Homo sapiens), P00338; purified LDHA, NADH/diaphorase-resazurin fluorescence; hits give low values; in the data active = activity change below about -30%; inconclusive = mostly about -25% to -30%;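 note: plate controls were DMSO wells for no effect and wells without enzyme for full effect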
#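 Resorufin fluorescence (ex540/em590), read at 0 and 20 min after diaphorase/resazurin addition, reports the NADH left after a 5 min room-temperature reaction of 2 nM human LDH5 with 0.06 mM NADH and 0.2 mM pyruvate.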
# RGS4 inhibitor – Inhibitors of Regulator of G Protein Signaling (RGS) 4: qHTS; AID 504845, 2011; hit rate 0.039% among 390,000; Transcreener GDP fluorescence polarization, RGS4-accelerated GTP hydrolysis; Potency, µM (highest dose often 114 µM), without a hit: at the highest dose activity change, negative = inhibition, most hits filed as inhibitors; note: potency is the fitted concentration of half-maximal effect; % is set by controls: 0 for no effect and ±100 for the full control effect; nearly all actives have a fitted effect of over 75% in size; some results filed as inactive show a strong effect at the top dose
#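 MLSMR compounds (23 nl, pin-transferred) preincubated 10 min at room temperature with a 500nM (2x) first reagent, then RGS4 at 900nM (2x) plus Transcreener GDP mix added; fluorescence polarization (620/688 nm) read before and after 90 min at 30 °C.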
# Vif-A3G inh – qHTS for Inhibitors of Vif-A3G Interactions: qHTS; DNA dC->dU-editing enzyme APOBEC-3G (Homo sapiens), Q9HC16; Potency, µM (titrated, usually from 46.1 µM), for the others: at the highest dose activity, negative = active, hits mostly inhibitors; hit rate 0.076% among 410,000; HeLa A3G-eYFP + Vif (tagged APOBEC3G with the HIV-1 protein that degrades it), YFP fluorescence, overnight;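 note: potency is the fitted concentration of half-maximal effect; % is set by controls: 0 for no effect and ±100 for the full control effect; nearly all actives have a fitted effect of over 60% in size; hits raise eYFP signal because A3G escapes Vif-driven loss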
# Target sequence (Q9HC16 whole entry, looked up): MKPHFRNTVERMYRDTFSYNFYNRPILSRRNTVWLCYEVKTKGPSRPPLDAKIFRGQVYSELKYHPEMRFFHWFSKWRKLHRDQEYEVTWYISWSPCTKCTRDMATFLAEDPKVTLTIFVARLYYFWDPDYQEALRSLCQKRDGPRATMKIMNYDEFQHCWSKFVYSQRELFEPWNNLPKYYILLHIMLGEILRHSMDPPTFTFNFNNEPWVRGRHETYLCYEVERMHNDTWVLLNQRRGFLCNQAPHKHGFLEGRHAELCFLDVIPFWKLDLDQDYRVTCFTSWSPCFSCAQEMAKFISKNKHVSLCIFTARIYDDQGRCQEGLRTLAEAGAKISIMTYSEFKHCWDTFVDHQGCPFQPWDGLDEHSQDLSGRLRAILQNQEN
#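 Read-out is eYFP fluorescence (Ex 488/Em 500-530) from Vif-expressing HeLa A3G-eYFP cells; more signal means A3G escaped Vif-mediated degradation. Cells plated overnight, compound pinned in, incubated overnight at 37 deg C.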
# Vif-A3F inh – qHTS for Inhibitors of Vif-A3F Interactions: qHTS. HeLa A3F-eYFP + Vif (tagged APOBEC3F with the HIV-1 protein that degrades it), YFP fluorescence increase. Potency, µM (titrated, usually from 46.1 µM), inactives show at the top dose activity, negative = active. hit rate 0.2% among 390,000. AID 602313, 2012; note: potency is the fitted concentration of half-maximal effect; % of control where 0% means no effect; nearly all actives have a fitted effect of over 65% in size
#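 Fluorescence increase (Ex 488/Em 500-530) after overnight compound treatment at 37 deg C flags inhibition of Vif-driven A3F-eYFP loss in stable HeLa A3F-eYFP/Vif cells seeded overnight beforehand.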
# D2 agonist – HTS Assay for Allosteric Agonists of the Human D2 Dopamine Receptor: Primary Screen for Agonists. activation, % at 2 µM. AID 485358, 2010. hit rate 0.53% among 340,000. HEK293 T-REx D2 cells, calcium flux agonist mode;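 active = activation over 3 SD above normal in the single-dose calcium agonist read, cut at about 30% in these data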; note: 0% is about no effect
#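 In this primary screen, compounds producing a positive calcium signal within 180 s of addition to tetracycline-induced, force-coupled HEK293 Trex D2 cells are flagged; cells are dye-loaded with a no-wash calcium kit beforehand.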
# Glioma ERSR ind – qHTS for Inducers of the Endoplasmic Reticulum Stress Response (ERSR) in Human Glioma: qHTS. AID 602332, 2012. U87-MG GRP78 promoter luciferase reporter, 16 h. hit rate 0.02% among 420,000. Potency, µM, for the others: at the top dose activation, hits mostly activators; note: potency is the fitted concentration of half-maximal effect; series mostly up to about 76 µM; % of control where 0% means no effect; nearly all actives have a fitted effect of over 35% in size
#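 Stably transfected U87-MG human glioma cells carrying a GRP78-based luminescent sensor were seeded at 1000 cells/well, pin-dosed with compounds and incubated 16 h. Luciferase reagent was then added, and end-point luminescence was read after 10 min at room temperature.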
# D2 antagonist – HTS Assay for Allosteric Antagonists of the Human D2 Dopamine Receptor: Primary Screen for Antagonists | D(2) dopamine receptor (Homo sapiens), P14416 | HEK293 TREx D2 cells, calcium flux, dopamine EC80 | inhibition, % at 10 µM | hit rate 2% among 340,000 | AID 485344, 2010; in the data active = inhibition above about 30%; note: 0% is about no effect
#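 Dopamine at EC80 is the agonist stimulus; test compounds precede it by 180 s. Calcium flux read kinetically in a force-coupled, inducible HEK293 T-REx D2 cell line.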
# ALOX12 inh – Primary qHTS assay for inhibitors of human arachidonate 12S-lipoxygenase (ALOX12): Round 2; Polyunsaturated fatty acid lipoxygenase ALOX12 (Homo sapiens), P18054; purified 12hLO, xylenol orange hydroperoxide absorbance; Potency, µM (highest dose often 108 µM), for the others: top-dose activity change, negative = inhibition, usual class: inhibitors; hit rate 1.1% among 580,000; AID 1671190, 2021; note: potency is the fitted concentration of half-maximal effect; % is set by controls: 0 for no effect and ±100 for the full control effect
# Target sequence (P18054 whole entry, looked up): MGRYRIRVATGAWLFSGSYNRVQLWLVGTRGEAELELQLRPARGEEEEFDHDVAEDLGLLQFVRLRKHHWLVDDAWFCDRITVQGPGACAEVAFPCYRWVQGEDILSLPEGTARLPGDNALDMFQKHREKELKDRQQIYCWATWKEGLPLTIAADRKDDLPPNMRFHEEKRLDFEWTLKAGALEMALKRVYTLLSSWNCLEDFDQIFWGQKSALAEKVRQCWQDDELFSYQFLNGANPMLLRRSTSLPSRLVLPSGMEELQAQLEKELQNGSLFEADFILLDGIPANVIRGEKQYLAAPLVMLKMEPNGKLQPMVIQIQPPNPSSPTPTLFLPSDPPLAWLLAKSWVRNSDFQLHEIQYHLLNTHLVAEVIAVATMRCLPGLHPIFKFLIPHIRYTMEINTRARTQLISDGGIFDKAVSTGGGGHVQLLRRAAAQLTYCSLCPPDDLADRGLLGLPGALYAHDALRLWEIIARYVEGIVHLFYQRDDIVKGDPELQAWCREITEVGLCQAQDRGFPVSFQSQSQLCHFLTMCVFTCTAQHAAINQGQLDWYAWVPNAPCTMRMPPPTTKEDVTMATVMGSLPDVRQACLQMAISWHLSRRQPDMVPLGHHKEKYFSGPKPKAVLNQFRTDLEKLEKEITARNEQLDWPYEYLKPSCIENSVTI
#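 Purified human 12hLO at 150 nM in 25 mM Hepes, 0.01% Triton X-100, pH 7.0, preincubated 15 min at room temperature with compound. Reaction started with 40 uM arachidonic acid, 30 min at room temperature. Hydroperoxide measured by Fe-xylenol orange, 573/405 nm absorbance ratio.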
# An asterisk follows results filed as active; i = inactive; ? = inconclusive; . = not tested or not shown; & = joins results of further samples; [ ] = dose if it differs, or a comment. Unless noted, calls come from the whole dose curve; as a rule, active = well fitted curve in the direction sought with a large enough effect; inconclusive = small, poorly fitted or top-dose-only effect, or another doubt; inactive = no such curve, though single readings can be large; an effect the other way counts as inactive or inconclusive.
molecule	ERG-DNA inh	LDHA block	RGS4 inhibitor	Vif-A3G inh	Vif-A3F inh	D2 agonist	Glioma ERSR ind	D2 antagonist	ALOX12 inh
CN(C)C(Cc1ccc(C#N)cc1)C(=O)c1ccccc1 (stereo not drawn)	11%	0	12%	0%	-7%	-0.5	-2%	2	-13%
Cc1cc(S(=O)(=O)NC(C)C)ccc1OCC(=O)N1CCN(Cc2ccc3c(c2)OCO3)CC1	4%	-3	10%	1%	1%	5.7	-4%	2	-4%
COc1ccc(CNC(C)Cc2cccs2)cc1 (stereo not drawn)	-9%	-8	-28%	-2%	-32%	.	0%	.	3%
CC1(C)CN=C(Nc2ccc(F)c(Cl)c2)S1	-1%	-16	12%	1%	-2%	1.3	4%	1	95%[activator]
CCC(=NCc1ccco1)c1c(O)n(-c2ccccc2C)c(=O)[nH]c1=O	-8%	2	0%	-8%	14%	0.1	1%	-9	91%[activator]
COC(=O)C1=C(c2cccc(C#N)c2)C[C@@H]2CC[C@H]1N2C(=O)N1CCC(C)CC1	2%	4	-9%	4%	-8%	0.6	-1%	7	18%
COc1cccc(C(c2nnnn2-c2ccc3c(c2)OCCO3)N2CCC(n3c(=O)[nH]c4ccccc43)CC2)c1OC (stereo not drawn)	.	-4	.	-7%	.	.	1%	.	-1%
c1ccc(C2N3CCCN23)cc1 (stereo not drawn)	3%	1	-5%	0%	4%	0.7	2%	-16	-17%
CC12CN3CC(C)(CN(C1)C31CCOCC1)C2=O	4%	-1	-4%	1%	-14%	1.4	-11%	18	0%
CCn1ccnc1CN1CCCC(C(=O)c2cc(F)ccc2OC)C1 (stereo not drawn)	-4%	-3	2%	-1%	1%	8.2	-3%	-13	-16%
COc1cccc(-n2c(O)c(C=NCc3ccc4c(c3)OCO4)c(=O)[nH]c2=O)c1	9%	-5	-41%	-1%	-1%	0.0	-4%	-5	24%
Cc1nc2ccccc2c(=O)n1-c1ccc([N+](=O)[O-])cc1	4%	-1	15%	-3%	14%	-1.0	-1%	-10	4%
Fc1ccc(C2=CCN(C(c3ccc(Cl)cc3)c3nnnn3Cc3ccccc3)CC2)cc1 (stereo not drawn)	15%	1	0%	-8%	?	1.2	-5%	-3	-2%
CN(C)Cc1c[nH]c2ccc([N+](=O)[O-])cc12	-7%	12	-3%	-1%	-8%	.	-3%	.	-15%
OC(CN1CCC(c2c[nH]c3ccccc23)CC1)C(F)(F)F (stereo not drawn)	11%	1	3%	1%	-1%	0.4	-7%	77*	.
CCC(N)Cc1c[nH]c2ccccc12 (stereo not drawn)	-7%	-3&-6	-7%	-4%	0%	12	0%&-2%	-24	-15%&-3%
CC(=NCc1cccnc1)c1c(O)n(Cc2ccccc2)c(=O)[nH]c1=O	5%	-6	-18%	-1%	-2%	1.0	-5%	-5	-11%
CC12CCC3C(CC=C4CC(O)CCC43C)C1C/C(=C\c1cccc(F)c1)C2=O (stereo not drawn)	-3%	-2	-16%	-6%	2%	1.5	-5%	-16	17%
CC(C)CN1CCN(Cc2ccc(C(F)(F)F)cc2)CC1CCO (stereo not drawn)	-4%	-3	3%	2%	4%	-0.3	-3%	-13	44%[activator]
O=C(N/N=C/c1c(O)n(C2CC2)c(=S)[nH]c1=O)c1ccccc1Cl	-12%	1	7%	-4%	-24%	.	1%	.	?
Cn1c(O)c(C=NC2C(=O)C3(C)CCC2C3(C)C)c(=O)n(C)c1=O (stereo not drawn)	1%	-7	8%	3%	2%	1.6	-2%	3	-9%
CCCCn1c(O)c(C(CC)=NCCCN(C)C)c(=O)[nH]c1=O	13%	6	-7%	0%	-2%	-1.4	-3%	-4	-16%
CC(=O)OC1N=C(c2ccccc2)c2ccccc2NC1=O (stereo not drawn)	-9%	-2	-5%	-3%	0%	-0.4	1%	9	4%
CCCC(=O)NC(Oc1ccc(C(C)=O)cc1)C(Cl)(Cl)Cl (stereo not drawn)	-2%	24	-1%	0%	-9%	1.5	-2%	-12	-7%
CCCCn1c(O)c(/C=N/NC(=O)c2ccncc2)c(=O)[nH]c1=O	1%	-3	4%	1%	-15%	-2.0	-4%	3	-17%

# Exported with two lines to a compound: part of the list above
# Below each SMILES – ERG-DNA inh, LDHA block, RGS4 inhibitor, Vif-A3G inh, Vif-A3F inh, D2 agonist, Glioma ERSR ind, D2 antagonist, ALOX12 inh
- CN(C)Cc1c[nH]c2ccc([N+](=O)[O-])cc12
  -7%, 12, -3%, -1%, -8%, ., -3%, ., -15%
- CCCC(=O)NC(Oc1ccc(C(C)=O)cc1)C(Cl)(Cl)Cl (stereo not drawn)
  -2%, 24, -1%, 0%, -9%, 1.5, -2%, -12, -7%
- CC(C)CN1CCN(Cc2ccc(C(F)(F)F)cc2)CC1CCO (stereo not drawn)
  -4%, -3, 3%, 2%, 4%, -0.3, -3%, -13, 44%[activator]
- CC(=NCc1cccnc1)c1c(O)n(Cc2ccccc2)c(=O)[nH]c1=O
  5%, -6, -18%, -1%, -2%, 1.0, -5%, -5, -11%

# The main list resumes, starting 2 compounds before the break.
molecule	ERG-DNA inh	LDHA block	RGS4 inhibitor	Vif-A3G inh	Vif-A3F inh	D2 agonist	Glioma ERSR ind	D2 antagonist	ALOX12 inh
CCCC(=O)NC(Oc1ccc(C(C)=O)cc1)C(Cl)(Cl)Cl (stereo not drawn)	-2%	24	-1%	0%	-9%	1.5	-2%	-12	-7%
CCCCn1c(O)c(/C=N/NC(=O)c2ccncc2)c(=O)[nH]c1=O	1%	-3	4%	1%	-15%	-2.0	-4%	3	-17%
Cc1ccc(NC(=O)CN2C(=O)CN=C(c3ccccc3)c3cc(Cl)ccc32)cc1	-13%	-7	23%	-3%	-17%	-0.3	-4%	-7	?
Nc1ccc([N+](=O)[O-])cc1	-5%	-9	26%	0%	4%	0.0	-2%&-2%	-1	0%
CCOc1ccc(CNC(=O)c2cccc(Nc3nc4ccccc4n4nnnc34)c2)cc1OC	-1%	-9	-7%	0%	13µM*	0.5	1%	.	-28%
COc1ccc(OC)c(N2Cc3ccccc3C2=N)c1	-8%	-7	9%	-6%	-5%	-1.1	-7%	3	-1%
O=C1/C(=C\c2ccncc2)N2CCC1CC2	6%	1	-13%	0%	0%	1.1	-2%	9	180%[activator]
CC1(O)CCC2C3CCC4=CC(=O)CCC4(C)C34OC4CC21C (stereo not drawn)	3%	-6	-12%	1%	-12%	.	-3%	.	-15%
O=C(COC(=O)Cc1ccccc1)Nc1cc(S(=O)(=O)N2CCOCC2)ccc1N1CCCC1	0%	-6	3%	0%	-3%	-0.6	-5%	6	2%
N[C@@H]1C[C@H]1c1ccccc1	-5%	-8	4%	0%	0%	0.4	-2%	28	-6%
c1ccc2c(CNC3CCCCCC3)c[nH]c2c1	0%	5	-32%	-7%	-3%	0.6	2%	16	-9%
CC(=O)OC(C)(C)/C=C/C(=O)[C@](C)(O)[C@H]1[C@H](O)C[C@@]2(C)[C@@H]3CC=C4[C@H](C[C@H](O)C(=O)C4(C)C)[C@]3(C)C(=O)C[C@]12C	1%	-15	19%	-19%	5%	.	-10%	.	.
CCOC(=O)C1CCN(/C=C2/C(=O)NC(=O)N(Cc3ccco3)C2=O)CC1	7%	-3	-22%	2%	-3%	.	0%	.	41%[activator]
Fc1ccccc1CNCCc1c[nH]c2ccccc12	-1%	-7	-7%[56.9 µM]	-4%	-4%	16	-3%	26	?
Cc1cc(=O)[nH]c(CCl)n1	-3%	-2	4%	-5%	12%	-0.4	-2%	-4	-18%
COC(=O)C1=C(c2cc3ccccc3s2)C[C@@H]2CC[C@H]1N2C	-7%	-3	0%	-1%	-5%	29	4%	58*	-12%
COC(=O)C1=C(c2cc3ccccc3s2)C[C@@H]2CC[C@H]1N2C(=O)N1CCOCC1	-17%	3	-7%	-16%	-10%	.	-3%	.	4%
COc1cccc2c1N=C1CCCC3CN(C(C)=O)CCC123 (stereo not drawn)	-3%	2	2%	1%	-7%	.	-2%	.	-9%
CCCCCCCCCOc1ccc2[nH]cc(CCN)c2c1	.	.	i	.	.	2.2	-4%&-12%	13	?
CCN1C(=O)CC(=O)N(CC)C1=S	.	3	.	3%	-1%	.	-5%	.	?

# The list is partial; the hit share may differ from the screen's.
